# NADH coupling: inhibitors of enzymes used to reach an NAD/NADH endpoint | IC50, µM (highest dose often 10 µM), without a hit: at the top dose inhibition | 0.02% of 65,000 active | coupled PK/LDH NADH assays, four targets;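 active means single-dose screening hits from any of four coupled enzyme assays that gave an IC50 when retested across doses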;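 further: the DPM-DC format reads NADH fluorescence rather than 340 nm absorbance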
# Jurkat tox 60K: reduces viability or proliferation of Jurkat cells. inhibition, % at 4 µM. AID 463. Jurkat E6.1 viability, ATP luminescence, 48 h. 1.2% of 56,000 active;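 active means inhibition above the mean inhibition of all tested compounds plus 3 SD, cut at about 28% in these data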
# M1 ag: agonists of M1 muscarinic receptor | 3% of 64,000 active | B-score at 10 µM | AID 626 | CHO-M1 cells, Fluo-4 calcium fluorescence, agonist mode; active compounds read high;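 active means fluorescence rise, raw or as B-score row- and column-corrected plate score, outside the 99.7% band of its plate's samples, either direction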
# TNAP act mid DEA: activates human TNAP at intermediate phosphate acceptor concentration. purified TNAP, CDP-star luminescence, 100 mM DEA, 30 min; active compounds read high; scale: 0 levamisole-inhibited, 1 vehicle-only enzyme. P05186. activation factor at 20 µM. 64,000 tested, under 10 active. AID 813;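 active means activation factor of at least 2 at 20 µM, relative to controls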
# Target sequence (P05186 whole entry, looked up): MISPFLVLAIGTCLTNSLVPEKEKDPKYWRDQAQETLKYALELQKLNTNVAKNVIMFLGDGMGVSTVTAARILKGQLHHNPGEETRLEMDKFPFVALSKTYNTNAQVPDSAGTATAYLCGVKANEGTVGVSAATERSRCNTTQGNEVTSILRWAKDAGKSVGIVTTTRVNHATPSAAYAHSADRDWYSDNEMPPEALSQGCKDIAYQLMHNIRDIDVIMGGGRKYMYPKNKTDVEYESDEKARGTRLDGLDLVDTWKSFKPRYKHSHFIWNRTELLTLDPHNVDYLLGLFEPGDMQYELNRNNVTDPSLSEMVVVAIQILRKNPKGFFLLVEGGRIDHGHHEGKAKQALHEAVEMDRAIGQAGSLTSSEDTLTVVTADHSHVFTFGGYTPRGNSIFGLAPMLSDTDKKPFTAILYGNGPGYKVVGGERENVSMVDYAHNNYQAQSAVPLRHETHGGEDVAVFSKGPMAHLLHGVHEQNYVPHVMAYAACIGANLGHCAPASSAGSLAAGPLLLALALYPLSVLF
# D1 allo mod: D1 dopamine receptor (human) allosteric modulation; HEK293 D1, CRE-luciferase, dopamine EC30 potentiation; actives deviate in either direction; B-score at 10 µM; 5.9% of 58,000 active;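 active means luminescence count or its row- and column-corrected plate score outside the 99.7% band of the plate's sample wells, on either side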
# Target sequence (P21728 whole entry, looked up): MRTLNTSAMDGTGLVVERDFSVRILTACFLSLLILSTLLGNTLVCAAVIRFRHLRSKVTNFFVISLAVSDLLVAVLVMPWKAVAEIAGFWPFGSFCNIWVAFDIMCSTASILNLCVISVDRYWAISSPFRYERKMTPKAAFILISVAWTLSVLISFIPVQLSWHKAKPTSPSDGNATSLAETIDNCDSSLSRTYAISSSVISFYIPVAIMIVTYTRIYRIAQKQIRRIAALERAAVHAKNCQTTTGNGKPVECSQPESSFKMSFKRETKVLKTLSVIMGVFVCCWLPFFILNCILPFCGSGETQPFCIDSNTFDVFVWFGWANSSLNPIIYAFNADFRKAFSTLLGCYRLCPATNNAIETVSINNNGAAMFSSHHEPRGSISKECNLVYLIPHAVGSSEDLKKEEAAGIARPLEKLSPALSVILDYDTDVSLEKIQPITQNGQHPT
# SF1 activator: activators of human nuclear receptor SF-1; Q13285; CHO-K1 Gal4-SF-1 LBD luciferase reporter; % increase over DMSO SF-1-specific signal; activation, % at 10 µM; 1.9% of 65,000 active; AID 522;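 active means activation above the mean activation of all tested compounds plus 3 SD, cut at about 50% in these data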
#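 Test system: transient Gal4-SF-1 LBD reporter, CHO-K1; Amount: 4,000 CHO-K1 cells per well; Doses: 10 µM only; Timing: compound exposure 20 h at 37 °C; Signal: luciferase light emission; Read-out basis: percent activation relative to DMSO median and mock-transfected background; Control set: DMSO negative control and −SF1 background wells; Replicates: one test per compound.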
# HEK293 NFkB inh: lowers PMA/ionomycin-induced NF-kB signal in HEK293 cells; AID 465; 0.21% of 62,000 active; inhibition, % at 3 µM; HEK-293 NF-kB luciferase reporter, luminescence;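 active means inhibition above the mean of all tested compounds plus 3 SD, cut at about 40% in these data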;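 further: 0% = stimulated DMSO wells and 100% = 10 µM reference inhibitor 5653914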
#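 System – HEK-293 cells with stable firefly luciferase reporter driven by four HIV NF-kB elements · Doses – one dose, 3 µM · Schedule – 1 h compound pre-incubation, 16 h PMA/ionomycin at 37 °C · Technique – luminescence from luciferase substrate reagent · Measure – percent inhibition normalized per plate to DMSO and reference-inhibitor controls · Replicates – tested once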
# M1 antag: antagonists of rat M1 muscarinic receptor; 3.4% of 64,000 active; P08482; AID 628; B-score at 10 µM; CHO-M1 cells, Fluo-4 calcium, ACh EC80 antagonist mode; active compounds read low;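 active means calcium fluorescence response, raw or row-and-column corrected B-score, differing from the plate sample mean either way at a set confidence level, mostly lower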
# tolC growth inh: blocks growth of E. coli BW25113 tolC mutant; OD615; growth inhibition, % at 10 µM (by protocol); 2.2% of 65,000 active;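 active means growth inhibition at or above a cutoff equal to the mean over every tested compound plus 3 SD, cut at about 60% in these data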;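 further: growth measured after 20 h incubation at 37 °C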
#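 Assay system: tolC-deleted E. coli BW25113. Medium: kanamycin-containing LB broth (50 µg/mL). Dosing: 10 µM final, single dose. Timing: bacterial growth with compound for 20 h at 37 °C. Detection: A615 absorbance measurement. Read-out basis: growth inhibition in percent.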
# Numbers without * were called inactive; . = not tested or not shown; [ ] = remark or other dose.
item	Structure	NADH coupling	Jurkat tox 60K	M1 ag	TNAP act mid DEA	D1 allo mod
1	O=C(CCn1c(=O)sc2ccccc21)NCCN1CCOCC1	4.0%	-4.5	-0.743	0.9	0.46
2	Cc1ccc(NC(=O)CCN2CCN(C/C=C/c3ccccc3)CC2)cc1C	3.0%	16.3	-0.211	0.9	-0.0641
3	COCCn1c(=N)c(C(=O)NCCc2ccc(OC)cc2)cc2c(=O)n3cccc(C)c3nc21	10.0%	5.0	1.2	0.9	-0.225
4	COc1ccc(CC(=O)OCC(=O)Nc2ncc(Cl)cc2Cl)cc1	4.0%	5.8	0.218	0.9	0.638
5	CN(CC(=O)O)S(=O)(=O)c1cccs1	4.0%	0.1	-0.468	0.9	0.923
6	COC(=O)C(C#N)c1nc2ccccc2nc1N1CCN(Cc2ccc3c(c2)OCO3)CC1 (configuration not stated)	6.0%	-3.4	-0.286	0.9	-1.06
7	CCN1CCN(c2nc3c(c(=O)n(C)c(=O)n3C)n2CCSc2nccc(C)n2)CC1	7.0%	-2.8	-0.408	1	0.0369
8	CCOC(=O)N1CCN(C(=O)CSc2nnc(C3COc4ccccc4O3)o2)CC1 (configuration not stated)	2.0%	-0.1	0.797	1	-0.18
9	Cc1ccc(S(=O)(=O)NC(=NCC(=O)O)c2ccccc2)cc1	0.0%	-1.8	0.138	0.9	-0.254
10	Cn1c(=O)c2c(nc(N3CCN(Cc4ccccc4)CC3)n2CCCc2ccccc2)n(C)c1=O	6.0%	-0.2	4.17*	0.9	-0.448
11	COc1cc2c(=O)n(Cc3ccccc3)c(=O)n(CC(=O)C(C)(C)C)c2cc1OC	4.0%	.	0.374	0.9	1.87
12	CSc1nnc(-c2nnc(SC)n2-c2ccccc2)n1-c1ccccc1	2.0%	0.0	-0.152	0.9	0.51

item	SF1 activator	HEK293 NFkB inh	M1 antag	tolC growth inh
1	-5.9	-1.9	-0.106	-10.6
2	8.2	19.6	-1.26	12.5
3	3.0	10.2	-4.35*	15.1
4	12.1	12.8	-2.39	-5.3
5	21.5	-4.1	0.706	-21.8
6	7.9	10.0	0.489	6.5
7	-8.6	0.7	-0.0633	.
8	-3.2	10.2	-0.307	3.0
9	-2.8	-2.7	-0.103	-14.7
10	9.0	7.6	0.0127	39.9
11	-5.9	-4.4	-2.1*	3.6
12	2.9	14.5	-0.0043	-10.6

# (continued)
item	Structure	NADH coupling	Jurkat tox 60K	M1 ag	TNAP act mid DEA	D1 allo mod
13	CC(CCc1ccco1)NC(=O)Cn1nc(Cc2ccncc2)c2ccccc2c1=O (configuration not stated)	3.0%	0.4	0.903	1	-0.893
14	COCCn1c(=NC(=O)c2ccc3c(c2)OCO3)c(C#N)cc2c(=O)n3cccc(C)c3nc21	3.0%	-0.7	0.663	1	0.704
15	CCOc1ccc(-n2cnnn2)cc1S(=O)(=O)NCCc1ccc(OC)c(OC)c1	7.0%	1.8	-1.85	0.9	0.597
16	CC(C)(C)C(=O)Nc1c2c(nc3c1CCC3)CCCC2	4.0%	11.4	-1.08	1	-0.212
17	CCN1C(=O)C(NC(C)=O)c2cc(Br)ccc21 (configuration not stated)	1.0%	-0.1	-0.742	0.9	-0.291
18	Cc1cccc(Nc2ncc3c(n2)CC(C)CC3=O)c1 (configuration not stated)	10.0%	-8.8	0.343	1	0.419
19	COc1ccc(NC(=O)C2CCCN2S(=O)(=O)c2ccc3c(c2)CCC(=O)N3)c(OC)c1 (configuration not stated)	3.0%	7.5	0.354	0.9	0.165
20	Cc1ccc(NC(=O)c2cc(NC(=O)c3ccco3)ccc2N2CCCCC2)cc1	2.0%[fluoresces]	3.0	-0.0928	1	-0.483
21	CC1Oc2ccccc2N(Cc2cccnc2)C1=O (configuration not stated)	2.0%	4.1	-0.0489	0.9	6.15*
22	COc1ccccc1N1CCN(CCCNC(=O)Nc2ccccc2C)CC1	7.0%	.	-0.914	1	.
23	CCOc1ccc(-c2nc(CSCC(=O)NCCN3CCOCC3)c(C)o2)cc1	4.0%	6.6	0.475	0.9	-1.15
24	N#CC1=C(N)OC2=C(C(=O)CCC2)[C@]12C(=O)N(CC(N)=O)c1ccccc12	4.0%	.	-0.0571	0.9	0.433

item	SF1 activator	HEK293 NFkB inh	M1 antag	tolC growth inh
13	3.9	8.8	2	5.7
14	2.4	-2.7	-0.0174	-0.3
15	-15.9	14.0	0.0273	1.1
16	6.6	9.1	0.211	-25.2
17	-11.7	-4.1	-1.42	-6.2
18	71.8*	-20.2	0.777	-18.8
19	-2.6	0.5	1.22	-5.5
20	11.7	12.1	0.438	-18.3
21	2.4	4.1	1.07	-19.7
22	9.9	9.7	0.108	-16.3
23	-65.0	15.3	0.0112	-34.7
24	0.7	.	0.354	1.8

# Full records, quoted from the list:
# Listed for N#CC1=C(N)OC2=C(C(=O)CCC2)[C@]12C(=O)N(CC(N)=O)c1ccccc12 = NADH coupling = 4.0%; Jurkat tox 60K = .; M1 ag = -0.0571; TNAP act mid DEA = 0.9; D1 allo mod = 0.433; SF1 activator = 0.7; HEK293 NFkB inh = .; M1 antag = 0.354; tolC growth inh = 1.8
# Listed for COc1ccccc1N1CCN(CCCNC(=O)Nc2ccccc2C)CC1 = NADH coupling = 7.0%; Jurkat tox 60K = .; M1 ag = -0.914; TNAP act mid DEA = 1; D1 allo mod = .; SF1 activator = 9.9; HEK293 NFkB inh = 9.7; M1 antag = 0.108; tolC growth inh = -16.3

# (further entries)
item	Structure	NADH coupling	Jurkat tox 60K	M1 ag	TNAP act mid DEA	D1 allo mod
25	CCCS(=O)(=O)N1CCN(C(=O)c2cccc(OC)c2)CC1	2.0%	.	0.241	0.9	0.207
26	CC(=O)C1=C(C)OC(N)=C(C#N)C1c1ccco1 (configuration not stated)	6.0%	10.9	3.93	0.9	0.257
27	CCOC(=O)CC(=O)CSc1ccc2nnc(-c3ccc(F)cc3)n2n1	7.0%	-5.4	-0.955	0.9	0.249
28	Cn1c(=O)n(C)c2cc(NC(=O)CSc3nnc(-c4ccccc4O)n3-c3ccccc3)ccc21	4.0%	-1.6	-0.382	1	-1.98
29	Cc1nn(-c2ccccc2)c2c1C(O)n1c(nc3ccccc31)S2 (configuration not stated)	6.0%	4.5	2.21	0.9	2.5
30	CC(=O)c1cc(-c2ccccc2)n(CCC(=O)NCc2cccs2)c1C	6.0%	-7.6	-0.441	1	-0.0187
31	Cc1ccc(-n2c(SCc3cn4ccsc4n3)nc3ccccc3c2=O)cc1	3.0%	7.5	-0.442	0.8	1.51
32	COc1ccccc1N1CCN(C(CNS(=O)(=O)c2ccccc2)c2cccnc2)CC1 (configuration not stated)	6.0%	.	-0.0801	0.9	-0.0157
33	COC(=O)C1CCN(c2nc3ccccc3nc2C(C#N)C(=O)OCC(C)C)CC1 (configuration not stated)	4.0%	-3.4	0.56	0.9	0.147
34	CC(C)Cc1ccc(C#N)c(SCC(N)=O)n1	1.0%	-4.2	-1.72	1	0.8
35	N=c1ccn(Cc2ccc(Cl)cc2)cc1	2.0%	15.4	0.0229	1	-0.665
36	CCn1c(SCC(=O)NC2CCCCC2C)nnc1-c1ccc(OC)cc1 (configuration not stated)	2.0%	.	0.39	0.9	.

item	SF1 activator	HEK293 NFkB inh	M1 antag	tolC growth inh
25	1.2	-2.2	0.0135	-20.4
26	3.5	30.1	-1	-13.7
27	11.2	-2.9	-1.36	-2.4
28	7.8	10.2	-1.07	3.9
29	14.3	8.8	-0.822	17.2
30	12.0	2.9	-0.346	15.4
31	-0.1	16.5	0.265	60.2
32	-1.1	6.4	-0.445	1.9
33	-22.1	6.3	-0.157	-7.0
34	-11.5	3.8	-0.4	-8.7
35	-5.5	5.0	-0.8	-19.2
36	2.8	.	0.265	0.0

# Following part:
item	Structure	NADH coupling	Jurkat tox 60K	M1 ag	TNAP act mid DEA	D1 allo mod
37	Cc1cc(C)c2nc3c(c(C(=O)O)c2c1)CCC3	1.0%	1.5	0.16	1	-1.86
38	CCOc1ncccc1C(=O)OCc1cc(=O)oc2c(C)c(C)ccc12	4.0%	-1.8	-0.062	0.9	1.35
39	Cn1cccc1Cc1nnc(SCC(=O)N2CCOCC2)n1-c1ccc(F)cc1	2.0%	-4.0	-0.00364	0.9	-0.258
40	CC(=O)Nc1ccccc1C(=O)N1CC2(C)CC1CC(C)(C)C2 (configuration not stated)	0.0%	-1.9	-1.32	1	.
41	Cc1cc(NC(=O)COC(=O)C2CCCN2C(=O)c2cccs2)no1 (configuration not stated)	3.0%	2.3	1.47	0.9	-0.0279
42	Cc1cccc2cc(C#N)c(NCCNC(=O)NC3CCCCC3)nc12	6.0%	-10.8	0.508	1	0.372
43	CCOc1ccc(C(=O)N2CCN(C(=O)c3ccco3)CC2)cc1OCC	2.0%	-3.8	-0.941	0.9	1.9
44	COc1cccc(-c2csc(N3CCN(C(=O)C4CCCCC4)CC3)n2)c1	4.0%	-15.6	3.89	0.9	-0.273
45	Cc1noc(C)c1CSc1nnc(C)c(=O)[nH]1	16.0%	-10.3	0.577	.	1.25
46	Cc1ccc(S(=O)(=O)N2CCN(C3CCN(Cc4ccccc4)CC3)CC2)cc1	8.0%	5.6	-0.031	0.9	0.055
47	O=C(NC1CCCCC1)n1c(=O)oc2ccc(Cl)cc21	2.0%	5.0	-0.401	0.8	0.0176
48	CCc1cc(C)cc(OCCNC(=O)c2ncn[nH]2)c1	2.0%	2.3	0.0206	1	0.0733

item	SF1 activator	HEK293 NFkB inh	M1 antag	tolC growth inh
37	5.3	4.2	-1.97	9.0
38	4.9	13.6	-0.0307	-3.5
39	-11.1	4.7	0.0595	-18.9
40	-1.6	13.3	-1.67	0.8
41	11.2	7.8	1.2	-10.1
42	-15.2	6.2	0.733	-26.4
43	-8.0	3.2	0.127	-12.6
44	6.0	13.2	-1.05	68.7*
45	-2.2	13.3	1.39	-32.5
46	0.7	13.1	-14.6*	-5.9
47	18.7	11.1	0.0913	-8.0
48	4.4	12.4	-0.149	15.4

# Ordered by value in D1 allo mod (falling): 6 of the compounds above.
entry | Structure | NADH coupling | M1 ag | TNAP act mid DEA | D1 allo mod | M1 antag
45 | Cc1noc(C)c1CSc1nnc(C)c(=O)[nH]1 | 16.0% | 0.577 | . | 1.25 | 1.39
42 | Cc1cccc2cc(C#N)c(NCCNC(=O)NC3CCCCC3)nc12 | 6.0% | 0.508 | 1 | 0.372 | 0.733
48 | CCc1cc(C)cc(OCCNC(=O)c2ncn[nH]2)c1 | 2.0% | 0.0206 | 1 | 0.0733 | -0.149
47 | O=C(NC1CCCCC1)n1c(=O)oc2ccc(Cl)cc21 | 2.0% | -0.401 | 0.8 | 0.0176 | 0.0913
41 | Cc1cc(NC(=O)COC(=O)C2CCCN2C(=O)c2cccs2)no1 (configuration not stated) | 3.0% | 1.47 | 0.9 | -0.0279 | 1.2
37 | Cc1cc(C)c2nc3c(c(C(=O)O)c2c1)CCC3 | 1.0% | 0.16 | 1 | -1.86 | -1.97

# Random draw from the library. About 15% of those tested had a hit in this group.
